# H9c2 TAG inh: inhibitors of triacylglycerol accumulation; hit rate 0.66% among 230,000; inhibition, % at 12.5 µM; H9c2 cells, Nile Red lipid (TAG) fluorescence; cells loaded with 200 µM oleic acid; AID 651582;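 active means pattern-corrected inhibition of lipid staining of at least 50% with the nuclear-stain viability signal not falling by more than 50%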;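 further: 0% = DMSO wells and 100% = triacsin C control wells; some results filed as inactive read as strong as hits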
# H9c2 TAG inh DAPI viability: second read-out of H9c2 TAG inh, no call of its own (marks repeat the call); DAPI nuclei signal change (viability), lower = more cytotoxic, %;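 whole-well DAPI fluorescence read on a plate reader as a viability signal; minus 50 percent equals half of cells still viable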
# Numbers without * were called inactive. These rows are one share of the data; count on the stated rates, not on these rows.
# Every second line gives: H9c2 TAG inh | H9c2 TAG inh DAPI viability
- C=CCn1c(SCC(=O)NC2(C)CCS(=O)(=O)C2)nc2ccccc21 (configuration not stated)
    7 | -1
- Cn1c(SCc2ccc(F)cc2)nnc1-c1cnccn1
    0 | -1
- CCCCSCc1nc2nc(Cl)c(Cl)nc2[nH]1
    -14 | 10
- CC1(c2ccccc2Cl)NC(=O)N(CC(=O)N2CCc3ccccc32)C1=O (configuration not stated)
    7 | -2
- CC(NC(=O)CSc1nc2ccc(N)cc2s1)c1ccccc1 (configuration not stated)
    1 | -15
- O=C(NC(C(=O)O)c1ccccc1)c1ccccc1 (configuration not stated)
    -11 | -5
- O=C(Oc1ccc(-c2csnn2)cc1)C1CC1
    8 | -4
- CC(=O)c1cccc(NC2c3ccccc3C(=O)N2Cc2ccco2)c1 (configuration not stated)
    -12 | -1
- C[C@H](CCC(=O)O)[C@H]1CC[C@H]2[C@@H]3C(=O)C[C@@H]4CC(=O)CC[C@]4(C)[C@H]3CC(=O)[C@]12C
    -4 | 5
- CCCCCC(=O)OCCc1c(C)nc2nc[nH]n2c1=O
    -1 | 0
- Cn1c(=O)cc(SCC(=O)N2CCCC2)c2ccc(Cl)cc21
    3 | -7
- CCN(c1ccc(NC(=O)CSCc2c(C)noc2C)cc1)C(C)C
    -7 | -2
- Cc1ccc(S(=O)(=O)CC(=O)Nc2c(C)n(C)n(-c3ccccc3)c2=O)cc1
    9 | 1
- COc1cc(CN2CCN(c3cccc(C)c3C)CC2)cc([N+](=O)[O-])c1O
    -2 | -2
- Cc1cc(-c2nnc(CCC(=O)NCCc3ccccc3F)o2)no1
    -7 | -5
- CCOC(=O)N1CCN(C(=O)CN(c2ccccc2OC)S(=O)(=O)c2ccc(OC)cc2)CC1
    -5 | 0
- CN(C)c1ccc(S(=O)(=O)N2CCCCC2)cc1NC(=O)CCNC(=O)c1ccco1
    -3 | -8
- N/C(=N\N=C\c1cccc(O)c1)c1nonc1N
    -4 | -7
- CNC(=O)c1nn(-c2ccccc2)ccc1=O
    -1 | 1
- O=C(COc1ccccc1)NNc1c2ccccc2nc2ccccc12
    -27 | -5
- CN(C(=O)COc1ccc(-c2nnco2)cc1)C1CCS(=O)(=O)C1 (configuration not stated)
    -2 | 3
- CC1(C(=O)NS(=O)(=O)C2CC2)CCCN(C(=O)CSc2ccccc2)C1 (configuration not stated)
    6 | 3
- CCOC(=O)c1[nH]cnc1C(=O)NC1CCN(C(=O)OC(C)(C)C)CC1
    -3 | -8
- CC(=O)c1sc(C(C)(C)C)cc1NC(=O)c1ccccc1C(=O)O
    106 | -77
- CCOC(=O)c1ccc(NS(C)(=O)=O)cc1
    8 | -11
- O=C(C[C@H]1C[C@H](C(=O)N2CCOCC2)[C@@]2(CCC3CCCC3)c3[nH]c4cc(-c5ccco5)ccc4c3CCN2C1=O)NCCCn1ccnc1
    17 | 6
- NS(=O)(=O)c1ccc(CNC(=S)NCc2ccc(Cl)cc2)cc1
    -20 | -2
- COc1cc(OC)c(C=Cc2ccncn2)c(OC)c1
    2 | -3
- O=C(C1=C[C@@H](C2CC2)C[C@@H](OCc2ccc(CO)cc2)O1)N1CCN(Cc2ccc3c(c2)OCO3)CC1
    -34 | -3
- CC[C@@H]1C(c2ccc(F)cc2)=NN(c2ccccc2)[C@H]1C(=O)N1CCOC1=O
    -2 | 7
- OC(c1ccccc1)C(Nc1ccccn1)c1ccccc1 (configuration not stated)
    0 | 3
- NC(=O)COC(=O)CNC(=O)c1cc(Cl)cc([N+](=O)[O-])c1
    7 | -8
- Cc1cc(C)c(S(=O)(=O)N2CCOC2CNC(=O)C(=O)NCc2ccco2)c(C)c1 (configuration not stated)
    -1 | -3
- N#CC1(c2ccccc2)CCC(=NO)CC1 (configuration not stated)
    -7 | -6
- COc1ccc(OC)c(N2C(=O)[C@@H]3C(c4ccccc4Cl)=NO[C@@H]3C2=O)c1
    6 | -7
- O=S(=O)(c1ccccc1)c1nc(-c2ccc(F)cc2)oc1NCC1CCCO1 (configuration not stated)
    12 | 6
- CC(=O)NCN1CCN(CNC(C)=O)CC1
    6 | 3
- Cc1ccc(C(=O)C[n+]2cccc(C(N)=O)c2)cc1
    6 | 4
- CCC(C)(C)NC(=O)CCCSc1nc2ccccc2[nH]1
    4 | 6
- O=C(CC(c1ccccc1)c1ccccc1O)NCCN1CCOCC1 (configuration not stated)
    5 | 21
- O=C(CC(C(=O)c1ccccc1)c1ccccc1)c1ccccc1 (configuration not stated)
    -8 | 1
- COc1ccc(C(=O)NC2CCCCCC2)cc1S(=O)(=O)N1CCOCC1
    -30 | -3
- CC(=O)c1cccc(NC(=O)C2CCN(S(=O)(=O)c3cccs3)CC2)c1
    12 | -8
- O=C(NCc1ccccc1OC(F)(F)F)C1CCC(=O)N(Cc2cccc(F)c2)C1 (configuration not stated)
    2 | -5
- CCC1([N+](=O)[O-])COC(c2ccc(C(C)C)cc2)OC1 (configuration not stated)
    -4 | -3
- CC12CCC(=O)N1C(C(=O)OCC(=O)Nc1ccc(Cl)c(Cl)c1)CS2 (configuration not stated)
    -15 | 15
- Cc1nc(CSc2nsc(/C=C/N(C)C)c2C#N)cs1
    5 | -9
- O=C(NNC(=O)c1c(F)cccc1F)c1ccccc1-n1cccc1
    12 | 8
- CCOc1ccc(CCNC(=O)c2cc3sc(Cl)cc3n2C)cc1OCC
    60* | 1.7*
- COCC(C)N1CCC(n2nccc2NC(=O)CCOc2ccccc2)CC1 (configuration not stated)
    19 | -9
- COc1cc(OC)c(Cl)cc1N
    -66 | -1
- O=C(C[C@@H]1C/C=C\C[C@H](NC(=O)OCC2c3ccccc3-c3ccccc32)C(=O)O[C@H](c2ccccc2)CNC1=O)NCCO
    -37 | -8
- Cc1occc1C(=O)Nc1ccc2c(c1)OCO2
    4 | -4
- COc1ccc(CCN2C(=O)C3C4CC(C5C(C(=O)NN)=NOC45)C3C2=O)cc1OC (configuration not stated)
    8 | 3
- Cc1cc(C)nc(Nc2ncc(O)n2-c2ccc(C)c(Cl)c2)n1
    -4 | 1
- O=[N+]([O-])c1nn(-c2ccccc2)[n+]([O-])c1N1CCN(c2ccccc2)CC1
    14 | -4
- COc1ccc(NC(=O)CCCC(=O)O)cc1Cl
    15 | -3
- CN1CCN(C(=O)CCN2C(=O)/C(=C/c3ccccc3Cl)SC2=S)CC1
    13 | -17
- CCC(=O)N/N=C(\C)CC(=O)Nc1ccc(F)cc1
    2 | -6
- C=CCn1c(CCCNC(=O)C(C)(C)C)nc2ccccc21
    -10 | 6

# Next section.
# Every second line gives: H9c2 TAG inh | H9c2 TAG inh DAPI viability
- CNC(=S)N(CCc1cccc(C)c1)Cc1cc2cc(OC)c(OC)cc2[nH]c1=O
    4 | 4
- O=C(c1ccccc1)N1CCN(Cc2c[nH]c3ccccc23)CC1
    -20 | -1
- CC(=O)c1cccc(NC(=O)N2CCCC2C(=O)Nc2c(C)cccc2C)c1 (configuration not stated)
    -14 | 3
- O=C(OCC(=O)N1CCN(c2ccccc2)CC1)c1ccccn1
    -12 | 3
- Cc1ccc(S(=O)(=O)Nc2ccc(NC(=O)c3cccs3)cc2)cc1
    7 | 5
- CN1CCN(c2ccccc2NC(=S)NC(=O)c2cc3ccccc3o2)CC1
    8 | 10
- COc1ccc(C(=O)C2CCCN(S(=O)(=O)C(C)C)C2)c(C)c1 (configuration not stated)
    2 | -14
- COc1ccc(S(=O)(=O)Cc2ccc(C(=O)NC3CCCC3)o2)cc1
    -6 | -4
- O=C(O)/C=C1\NC(=O)c2ccccc21
    4 | -2
- CCOc1ncccc1C(=O)N1CCN(C(c2ccccc2)c2ccccc2)CC1
    -15 | 4
- O=c1cc(-c2ccc(OCc3ccccc3)cc2)oc2cc(OCc3ccccc3)cc(OCc3ccccc3)c12
    -4 | 0
- Cc1ccc([N+](=O)[O-])cc1S(=O)(=O)Nc1ccc(C(=O)NCc2ccccn2)cc1
    5 | 11
- S=C(Nc1ccccc1)N1CCN(C/C=C/c2ccccc2)CC1
    17 | 0
- CC(SC1=NCCN1S(=O)(=O)c1ccccc1)c1ccccc1 (configuration not stated)
    -16 | -2
- Cc1ccc(C(=O)NC2CCc3ccccc3C2=O)cc1 (configuration not stated)
    -4 | 2
- O=C(NCCN1CCOCC1)/C(=C/c1ccco1)NC(=O)c1ccccc1
    5 | 1
- Cc1cc(F)c(F)c(C(=O)N2CCOCC2)c1
    3 | 0
- COc1cc(C2C(C#N)=C(N)Oc3cc(N)ccc32)cc(OC)c1OC (configuration not stated)
    65* | -28*
- O=C(CN(C1CCCCC1)C1CCCCC1)N1CCc2ccccc2C1
    15 | -35
- Cc1ccc(NC(=S)N(Cc2ccccc2)C(C)C)cc1
    -14 | -3

# Structures from the list above with an NH in an aromatic ring (seven):
# Every second line gives: H9c2 TAG inh | H9c2 TAG inh DAPI viability
- CCCCSCc1nc2nc(Cl)c(Cl)nc2[nH]1
    -14 | 10
- CCCCCC(=O)OCCc1c(C)nc2nc[nH]n2c1=O
    -1 | 0
- CCOC(=O)c1[nH]cnc1C(=O)NC1CCN(C(=O)OC(C)(C)C)CC1
    -3 | -8
- O=C(C[C@H]1C[C@H](C(=O)N2CCOCC2)[C@@]2(CCC3CCCC3)c3[nH]c4cc(-c5ccco5)ccc4c3CCN2C1=O)NCCCn1ccnc1
    17 | 6
- CCC(C)(C)NC(=O)CCCSc1nc2ccccc2[nH]1
    4 | 6
- CNC(=S)N(CCc1cccc(C)c1)Cc1cc2cc(OC)c(OC)cc2[nH]c1=O
    4 | 4
- O=C(c1ccccc1)N1CCN(Cc2c[nH]c3ccccc23)CC1
    -20 | -1

# Later entries:
# Every second line gives: H9c2 TAG inh | H9c2 TAG inh DAPI viability
- CC1CCCN(C(=O)COC(=O)C2CCN(S(=O)(=O)c3c(Cl)cccc3Cl)CC2)C1 (configuration not stated)
    1 | 3
- CC(C)(O)C#Cc1ncc(C(F)(F)F)cc1Cl
    3 | 1
- Cc1cc(/C=C2/NC(=O)N(c3ccccc3)C2=O)c(C)n1C(C)C
    15 | 0
- CCS(=O)(=O)c1nc(S(=O)(=O)c2ccc(Cl)cc2)c(N2CCc3ccccc3C2)s1
    11 | -3
- CCOc1nc(-c2ccccc2)ccc1-c1noc(-c2ccncc2)n1
    -14 | 14
- CC(=O)Nc1ccc(CN2CCC(N3CCC(C(=O)NC4CC4)CC3)CC2)cc1
    3 | -2
- Cc1ccc(C(=O)N(CC(=O)NC2CCCC2)c2ccccc2F)s1
    -9 | 8
- Cc1ccsc1C(=O)OC(C)C(=O)Nc1ccc(Cl)cn1 (configuration not stated)
    -6 | -5
- Cc1cccnc1NC(=S)Nc1ccc(F)cc1F
    14 | -7
- CCOC(=O)CCCNC(=O)COC(=O)c1ccc(O)cc1
    3 | 6
- Cc1cc(C)nc(NC2=NCC(=O)N2c2cccc(Cl)c2)n1
    -7 | 7
- Cc1c(NC(=O)C(C)Sc2n[nH]c(N)n2)c(=O)n(-c2ccccc2)n1C (configuration not stated)
    4 | 0
- Cc1ccc(-c2ccc(/C=N\NC(=O)c3cc4c(ccc5ccccc54)o3)o2)cc1[N+](=O)[O-]
    64* | 8.8*
- Cc1cc(C)c(NC(=O)CCc2c(C)noc2C)c(C)c1
    -17 | 6
- O=C(CC1SCCNC1=O)Nc1cccc(Cl)c1 (configuration not stated)
    -18 | -2
- Cc1sc2ncn(CC(=O)N(C)C3CCCCC3)c(=O)c2c1C
    15 | -4
- C/C(=N\NC(=S)NCc1ccccc1)c1ccco1
    4 | -9
- COCC1CCN(C(=O)c2ccc(OC3CCN(Cc4ccccn4)CC3)cc2)C1 (configuration not stated)
    -5 | -3
- Nc1nc(-c2cccnc2)nn1C(=O)c1ccc(F)cc1
    7 | -9
- COc1ccc(CCNC(=O)/C=C/c2ccc(S(=O)(=O)N3CCOCC3)cc2)cc1
    17 | -1
- CC(=O)c1c(C)nn(-c2ccccc2)c1C
    -4 | 5
- COc1ccc(C2CCc3cc4c(cc3C2=NOC(C)=O)OCO4)cc1OC (configuration not stated)
    -14 | 17
- Cc1ccc2cc(C#N)c(N3CCN(C)CC3)nc2c1
    5 | 5
- O=C(NNC(=O)c1cc(Br)c(Br)s1)c1ccncc1
    28 | 2
- CCc1nc2c(OCC(=O)C(C)(C)C)cccn2c1N(C)C(=O)c1ccc(C)cc1
    11 | -6
- Cc1noc(C)c1S(=O)(=O)Nc1ccc2c(c1)CC(=O)N([C@H](C)CO)C[C@H](C)[C@@H](CN(C)CC1CC1)O2
    4 | 14
- CC(C)Oc1ccc(S(=O)(=O)N2CCCCC2)cc1NC(=O)CC1OC(=O)c2ccccc21 (configuration not stated)
    9 | -8
- O=S(=O)(c1ccccc1)c1nc(-c2ccccc2)oc1N1CCOCC1
    -8 | -11
- Cc1ccc(C(=O)CCC(=O)OCC(=O)N2CCN(S(=O)(=O)c3ccc(C)cc3C)CC2)cc1
    -11 | 3
- Cc1ccc(NC(=O)CC2C(=O)NCCN2C(=O)c2ccc(F)cc2)cc1 (configuration not stated)
    -9 | 7
- CCOC(=O)CN1C(=O)CC(c2ccc([N+](=O)[O-])cc2)C1=O (configuration not stated)
    18 | -14
- COc1cccc(NC(=S)Nc2ccc(Br)cc2Cl)c1
    -9 | 5
- COc1ccc(CNC(=O)c2ccc3oc(C(C)C)nc3c2)cc1
    -19 | 8
- CCc1ccc(N2CC(C(=O)NCCC3=CCCCC3)CC2=O)cc1 (configuration not stated)
    -6 | 5
- O=C1CNC(=S)N1CCc1ccccc1Cl
    12 | -3
- CC1CCN(C(=O)Cn2cc(C(=O)c3ccco3)c3ccccc32)CC1
    -25 | 4
- CCC(C)NCC(O)COCc1ccc(Cl)cc1 (configuration not stated)
    11 | -8
- O=C(CNc1cccc2ccccc12)N/N=C/c1ccc([N+](=O)[O-])cc1
    21 | -16
- O=C(CN1CCN(C(=O)C2CCCO2)CC1)Nc1ccc(Cl)c(Cl)c1 (configuration not stated)
    -2 | -10
- c1ccc(Cn2ncc3c(N4CCN(C(c5ccccc5)c5ccccc5)CC4)ncnc32)cc1
    9 | 4
- CC(=O)Nc1ccc(S(=O)(=O)Nc2ccc3nc(C)sc3c2)cc1
    -12 | 6
- COCCCNC(=O)CCc1ccccc1
    -12 | 3
- O=C(CN1C(=O)NC2(CCc3ccccc32)C1=O)NCc1ccccc1Cl (configuration not stated)
    11 | -2
- O=C(COc1ccc(Cl)cc1)NCCc1ccccn1
    -13 | -5

# Compound activity (PubChem)
